Mcl1 Noxa PPI = Mcl-1/Noxa binding inhibitors, primary screen, biochemical, TR-FRET, 1536-well | inhibition, % at 21.7 µM | actives 1.5% (n = 220,000) | TR-FRET Mcl-1/Noxa peptide binding, 2 h;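 active = compounds that cut the protein-peptide binding signal by more than 50% relative to plate controls in a single-dose test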;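 also: His-tagged Mcl-1 with rhodamine Noxa BH3 peptide and terbium anti-His antibody; 0% = Mcl-1 plus Noxa peptide wells and 100% = peptide-only wells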
Rab2A wt mod = modulators of GTP binding to Rab2A wildtype, primary screen, biochemical, dog, bead-based flow cytometry, multiplex; Ras-related protein Rab-2A (Canis lupus familiaris), P61105; AID 760, 2007; GST-Rab2 wt beads, Bodipy-GTP binding; actives 0.19% (n = 190,000); GTP binding activity, % at 10 µM;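 active = GTP binding activity at least 20 points away from 100%, either lowered or raised; inconclusive = signal likely due to the compound's own green fluorescence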;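 also: 0% = beads with excess unlabeled GTP and 100% = no-compound control corrected for plate trend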
Cdc42 wt = modulators of GTP binding to wildtype Cdc42, primary screen, biochemical, multiplex bead flow cytometry, Bodipy-GTP | Cell division control protein 42 homolog (Homo sapiens), P60953 | GST-Cdc42 beads; actives lie on both sides | percent activity (GTP binding), % at 10 µM | actives 0.2% (n = 190,000) | AID 761, 2007;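 active = percent activity GTP binding at least 20 points away from the 100% baseline, either down as inhibitor or up as activator; inconclusive = compound flagged as likely green fluorescent from well-wide comparison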;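 also: median bead fluorescence of bound Bodipy-FL-GTP at 100 nM; 0% = excess unlabeled GTP control and 100% = no compound control; below 100% means less GTP binding so inhibitor and above means activator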
Target sequence (P60953 whole entry, looked up): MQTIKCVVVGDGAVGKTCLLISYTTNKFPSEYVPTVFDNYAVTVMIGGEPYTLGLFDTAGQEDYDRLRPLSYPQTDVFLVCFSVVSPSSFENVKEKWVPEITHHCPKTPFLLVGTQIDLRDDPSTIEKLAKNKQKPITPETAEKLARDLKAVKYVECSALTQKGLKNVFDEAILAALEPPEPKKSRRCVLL
ABCG2 block = ABCG2 efflux pump inhibitors, primary screen, multiplex with ABCB1, IgMXP3 cells, flow cytometry | JC-1 efflux | inhibition, % at 6.6 µM | actives 0.1% (n = 190,000);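 active = inhibition above 80%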;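 also: 0% = DMSO and 100% = nicardipine control wells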
Target sequence (Q9UNQ0 whole entry, looked up): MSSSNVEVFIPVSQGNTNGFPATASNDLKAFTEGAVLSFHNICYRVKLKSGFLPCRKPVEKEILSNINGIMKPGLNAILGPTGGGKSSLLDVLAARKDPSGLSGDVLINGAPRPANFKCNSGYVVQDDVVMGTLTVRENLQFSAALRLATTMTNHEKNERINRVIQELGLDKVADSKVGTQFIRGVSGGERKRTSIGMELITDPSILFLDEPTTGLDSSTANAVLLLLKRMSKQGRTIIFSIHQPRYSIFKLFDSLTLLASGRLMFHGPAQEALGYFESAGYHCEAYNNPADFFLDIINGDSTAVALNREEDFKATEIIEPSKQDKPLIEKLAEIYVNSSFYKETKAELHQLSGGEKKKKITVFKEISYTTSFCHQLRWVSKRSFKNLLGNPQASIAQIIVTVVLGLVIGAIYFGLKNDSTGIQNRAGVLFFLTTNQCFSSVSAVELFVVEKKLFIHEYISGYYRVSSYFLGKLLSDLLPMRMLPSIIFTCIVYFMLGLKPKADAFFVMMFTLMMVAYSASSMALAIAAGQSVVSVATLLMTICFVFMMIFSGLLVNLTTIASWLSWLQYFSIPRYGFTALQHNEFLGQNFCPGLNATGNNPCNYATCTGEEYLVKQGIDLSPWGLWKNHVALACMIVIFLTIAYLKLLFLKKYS
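Test system: ABCG2 IgMXP3 and barcoded ABCB1 CCRF-Adr cell mix; Schedule: cells with compound and JC-1, 10 min at 25 °C, rotating, no wash; Technique: flow cytometry of retained JC-1 fluorescence; Measure: % inhibition of efflux relative to nicardipine and DMSO; Controls: nicardipine high and DMSO low controls.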
Avidin fluor = green autofluorescence of compounds with avidin beads – biophysical, 488/530 nm, flow cytometry, artefact control, profiling panel | compound fluorescence 488/530 nm; active compounds read high | fluorescence (KMESF) at 10 µM | actives 0.38% (n = 220,000); in the data active = fluorescence above about 47; also: inactives centre near 10
Rac1 wt GTP bind = wildtype Rac1 GTP binding modulators, primary screen, biochemical, GST-Rac1 beads, flow cytometry, multiplex. Ras-related C3 botulinum toxin substrate 1 (Homo sapiens), P63000. fluorescent GTP binding; actives lie on both sides; 0 = cold GTP competed, 100 = untreated. GTP binding activity (% of control), % at 10 µM. actives 0.27% (n = 190,000);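 active = GTP binding activity at least 20 points away from the 100% control level, either lower or higher; inconclusive = compound flagged as likely green fluorescent, judged across all proteins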
Pf gametocyte = late stage P. falciparum gametocyte viability inhibitors, primary screen, ATP luminescence, HTS; P. falciparum stage V gametocytes, 24 h; inhibition, % at 10.9 µM; actives 0.065% (n = 150,000); AID 743093, 2013;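 active = inhibition above the mean plus 3 SD of compounds within the control limits, set per campaign, cut at about 38% in these data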;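 also: 0% = DMSO wells and 100% = medium only without gametocytes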
Rac1 act GTP bind = GTP binding modulators of activated mutant Rac1, primary screen, biochemical, bead-based flow cytometry, multiplex, fluorescent GTP; actives 0.11% (n = 190,000); percent activity (GTP binding), % at 10 µM; GST-Rac1 activated beads; actives lie on both sides; 100% means binding = to untreated wells; Ras-related C3 botulinum toxin substrate 1 (Homo sapiens), P63000;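 active = GTP binding at least 20 percentage points away from the 100% baseline, in either direction, so actives lie on both sides; inconclusive = Compound likely fluorescent itself, or too few beads counted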
Rab7 wt modul = modulators of GTP binding to Rab7, primary screen, biochemical, wildtype, multiplex bead flow cytometry; Rab7 GTPase wild type (dog), Bodipy-FL-GTP binding; GST-Rab7 beads, fluorescent GTP binding; actives lie on both sides; untreated = 100%, excess cold GTP = 0%; GTP binding activity (percent of control), % at 10 µM; actives 0.055% (n = 190,000); AID 758, 2007;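 active = fluorescent GTP binding to Rab7 beads changed by at least 20 points from the 100% baseline, either direction, mostly lower; inconclusive = compound itself probably fluorescent, or too few beads counted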;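 also: median green fluorescence of bound Bodipy-FL-GTP per Rab7 bead population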
ABCB1 inh = ABCB1 efflux pump inhibitors, primary screen, cell-based, multiplex, flow cytometry, ABCG2 counter-screen | actives 0.067% (n = 190,000) | inhibition, % at 6.6 µM | AID 1326, 2008 | ATP-dependent translocase ABCB1 (Homo sapiens), P08183 | CCRF-Adr cells, JC-1 efflux; in the data active = inhibition above about 40%;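 also: 0% = vehicle and 100% = reference inhibitor; higher value means more JC-1 retained so stronger ABCB1 efflux block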
HRas wt GTP = modulators of GTP binding to HRas wildtype, primary screen, biochemical, bead-based flow cytometry, multiplex; actives 0.14% (n = 190,000); GTP binding activity, % at 10 µM; GTPase HRas (Homo sapiens), P01112; GST-Ras wt beads, Bodipy-FL-GTP binding; actives lie on both sides;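 active = GTP binding activity at least 20% away from the 100% baseline, either lowered as inhibitor or raised as activator; inconclusive = flagged as likely green fluorescent, judged across all proteins in the well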;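 also: 0% = unlabeled GTP competition control and 100% = no-compound control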
Target sequence (P01112 whole entry, looked up): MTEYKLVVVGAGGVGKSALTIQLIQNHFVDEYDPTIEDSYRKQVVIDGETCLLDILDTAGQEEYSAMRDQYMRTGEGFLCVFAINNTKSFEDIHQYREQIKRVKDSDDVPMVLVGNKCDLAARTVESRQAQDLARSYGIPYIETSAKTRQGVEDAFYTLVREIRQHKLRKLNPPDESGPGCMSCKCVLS
The depositor's hits bear a star; ? = inconclusive; . = no result given.

SMILES	Mcl1 Noxa PPI	Rab2A wt mod	Cdc42 wt	ABCG2 block	Avidin fluor	Rac1 wt GTP bind	Pf gametocyte	Rac1 act GTP bind	Rab7 wt modul	ABCB1 inh	HRas wt GTP
COc1ccc(Cl)cc1NC(=O)CSc1nnc(-c2ccncc2)n1CC1CCCO1 (stereo unspecified)	-0.5	98.0	97.0	4.1	13	96.0	.	98.0	95.0	0.6	98.0
O=C(NC1CCCCCCC1)c1ccc(S(=O)(=O)N2CCCC2)cc1	-16.1	98.0	97.0	0.5	4	100.0	-16.5	100.0	99.0	0.0	99.0
COc1cc2ccccc2cc1C(=O)NCC(c1cccs1)N(C)C (stereo unspecified)	3.4	94.0	91.0	1.2	8	97.0	-28.2	97.0	94.0	0.0	97.0
CCN(CC)CCNCc1ccc(Br)cc1OCC(=O)NCc1ccccc1	31.7	100.0	101.0	0.5	11	104.0	20.4	98.0	103.0	0.4	99.0
CCOC(=O)c1oc2ccc(OC)cc2c1NC(=O)CN1CCN(C)CC1	33.8	102.0	107.0	2.7	4	107.0	.	101.0	101.0	1.4	105.0
CCn1c(SCC(=O)Nc2nc3ccccc3s2)nnc1-c1ccc(Br)cc1	8.9	?	?	3.4	5	?	.	?	?	0.5	?
O=C(NNS(=O)(=O)c1ccc([N+](=O)[O-])cc1)c1cnn(-c2ccccc2)c1-n1cccc1	19.9	102.0	101.0	2.4	7	105.0	.	95.0	103.0	0.6	101.0
CN1CCN(CC(O)COc2ccc(OCC(O)CN3CCN(C)CC3)cc2)CC1 (stereo unspecified)	-22.3	94.0	97.0	2.6	24	97.0	.	94.0	93.0	0.4	95.0
CCCc1cc(=O)n2[nH]c(-c3ccco3)nc2n1	20.7	102.0	98.0	4.1	16	97.0	.	95.0	101.0	1.1	102.0
CC1CCN(S(=O)(=O)c2cccc(C(=O)NCc3ccco3)c2)CC1	-19.2	100.0	101.0	0.6	3	105.0	1.0	98.0	101.0	0.6	100.0
CS(=O)(=O)N(CC(=O)NCCSCc1c(F)cccc1Cl)c1ccc2c(c1)OCO2	-0.6	100.0	94.0	1.9	9	101.0	.	96.0	101.0	0.7	99.0
CCOc1ccc2nc(Cl)c(C3CC(c4ccco4)=NN3S(=O)(=O)c3ccccc3)cc2c1 (stereo unspecified)	-0.3	102.0	99.0	-2.2	1	105.0	-1.5	100.0	97.0	4.2	97.0
CCOC(=O)CCc1c(C)n(CC)c2cc(-c3ccccc3OC)nn2c1=O	12.1	97.0	100.0	3.1	35	99.0	-0.3	96.0	99.0	0.6	99.0
COc1ccc(NC(=O)CCNS(=O)(=O)c2ccc3c(c2)c(=O)n(C)c(=O)n3C)c(OC)c1	-7.7	97.0	98.0	5.3	6	99.0	14.7	93.0	95.0	1.9	95.0
COC(CNC(=O)C1CCCN(S(=O)(=O)c2c(C)noc2/C=C/c2cccs2)C1)OC (stereo unspecified)	11.5	96.0	96.0	21.5	10	98.0	.	95.0	96.0	3.5	98.0
Cc1cc(NC(=O)CSc2nnc(-c3cccnc3)n2C2CCCCC2C)no1 (stereo unspecified)	-6.7	106.0	104.0	1.9	8	108.0	.	102.0	103.0	0.6	104.0
CC1CN(C(=O)c2ccncc2)CC(C)O1 (stereo unspecified)	5.0	100.0	98.0	6.9	10	103.0	.	98.0	97.0	0.2	99.0
COc1ccc(CN2CCCC2C(=O)Nc2ccc(OC)c(OC)c2)cc1OC (stereo unspecified)	8.5	104.0	103.0	49.8	36	106.0	.	98.0	99.0	2.2	100.0
NC(=O)C1CCN(C(=O)CCCCCn2c(=O)[nH]c3ccsc3c2=O)CC1	5.7	102.0	104.0	0.0	4	104.0	.	101.0	102.0	0.0	102.0
Cc1ccc(C(=O)NNC(=O)C2CCN(Cc3ccc(Cl)c(Cl)c3)CC2)cc1	5.3	100.0	103.0	4.0	26	107.0	15.9	99.0	102.0	0.7	100.0
O=C1NC(c2cn(-c3ccccc3)nc2-c2cccs2)C(C(=O)c2cccnc2)C(O)(C(F)(F)F)N1 (stereo unspecified)	28.0	105.0	111.0	1.9	20	111.0	13.3	101.0	108.0	0.3	107.0
c1cn2cc(-c3ccc4c(c3)OCO4)nc2s1	20.6	105.0	108.0	1.0	8	112.0	-14.3	101.0	109.0	0.1	103.0
Cc1ccccc1NC(=O)/C=C/c1cccc(C(F)(F)F)c1	-0.2	89.0	91.0	3.9	34	91.0	0.7	92.0	90.0	0.4	93.0
CCOC(=O)CSc1cc(CS(C)(=O)=O)nc(-c2ccccn2)n1	-4.1	100.0	98.0	0.3	25	100.0	17.1	98.0	107.0	0.3	102.0
Cn1c(=O)cc(OCCCC(=O)NCCCN2CCN(Cc3ccccc3)CC2)c2ccccc21	0.5	94.0	94.0	-0.1	38	94.0	-11.6	91.0	96.0	-0.1	96.0
CCOc1ccccc1NC(=O)N1CCC(n2nnc3cc(C)ccc32)CC1	5.5	99.0	104.0	16.5	5	110.0	.	101.0	102.0	3.0	102.0
C=CCNC(=O)c1sccc1Oc1ccc(F)cc1[N+](=O)[O-]	2.4	100.0	97.0	5.0	11	99.0	-3.9	96.0	105.0	1.2	100.0
Cc1c(-c2cccs2)[n+](=O)c2c(n1[O-])CCCCC2	-9.4	99.0	100.0	0.2	37	102.0	.	98.0	102.0	0.1	100.0
CCc1ccc(N2C(=O)CN(Cc3cc(OC)c(OC)c(OC)c3)C2=S)cc1	6.4	96.0	102.0	35.2	22	102.0	8.4	100.0	98.0	2.2	98.0
CCCCNC(=S)NNc1c(Cl)cc(Cl)cc1Cl	3.9	100.0	96.0	2.6	25	97.0	-19.0	95.0	106.0	0.5	101.0
Oc1ccc(-c2nccc(-c3ccc(Cl)cc3)n2)cc1	7.2	93.0	97.0	8.3	11	98.0	-22.8	95.0	96.0	0.1	93.0
COc1ccc(-c2cc(C(F)(F)F)nc(S(=O)(=O)CCC(=O)N3CCOCC3)n2)cc1	18.9	97.0	102.0	14.8	12	101.0	.	101.0	100.0	-0.2	100.0
COc1cc(C(=O)NCCCN2CCCC2=O)cc(OC)c1OC	-15.2	102.0	101.0	-0.2	7	104.0	.	100.0	101.0	-0.2	102.0
O=C(CN(Cc1ccc(F)cc1)S(=O)(=O)c1ccc(S(=O)(=O)N2CCOCC2)cc1)Nc1ccccc1	6.6	99.0	102.0	10.1	3	102.0	6.4	97.0	103.0	1.5	99.0
CCCCNC(=S)N(C)N=C1CCC(c2ccccc2)CC1 (stereo unspecified)	-34.6	96.0	92.0	-0.2	24	97.0	-12.0	94.0	104.0	-0.1	98.0
Cc1cc(=O)n2cccc(O)c2n1	-31.1	95.0	94.0	0.6	11	95.0	-10.4	96.0	103.0	0.3	97.0
CC(C)C(=O)NC(c1ccccc1)c1cc([N+](=O)[O-])c2cccnc2c1O (stereo unspecified)	-54.8	93.0	94.0	-11.4	3	99.0	-21.4	93.0	91.0	-0.9	95.0
COc1ccc(-n2nc3cc(C)c(NC(C)=O)cc3n2)cc1	-6.7	95.0	95.0	-0.4	10	97.0	-9.2	95.0	95.0	-0.2	98.0
COc1ccc(OCC(=O)NNC(=O)c2cccs2)cc1	10.1	101.0	103.0	8.3	9	100.0	.	97.0	100.0	0.8	101.0
CCC(CC)n1[nH]c(=O)cc1N	7.8	100.0	102.0	2.5	24	102.0	11.6	100.0	102.0	0.5	99.0
Cc1cc(C(=O)Nc2c(C)n(C)n(-c3ccccc3)c2=O)c2ccccc2n1	17.4	103.0	105.0	2.5	31	104.0	-19.9	99.0	103.0	0.3	102.0
COc1ccccc1CNC(=O)N/C=C/c1ccc(Cl)cc1	-1.8	98.0	97.0	1.9	25	99.0	21.6	96.0	100.0	0.1	98.0
CN(c1cccc(NC(=O)c2ccc(C(C)(C)C)cc2)c1)S(C)(=O)=O	12.0	95.0	95.0	9.0	2	94.0	-26.2	96.0	94.0	1.9	94.0
C[C@H](NC(=O)NCc1ccc(F)cc1)C(=O)O	1.9	99.0	102.0	0.5	6	107.0	-11.1	98.0	100.0	-0.1	101.0
CC(=O)CC(=O)Nc1ccc(C(N)=O)cc1	25.9	102.0	99.0	-0.3	12	100.0	-2.0	97.0	106.0	0.0	98.0
CN1C(=O)/C(=N/OC(=O)c2ccccc2Br)c2ccccc21	13.0	94.0	91.0	-1.8	5	92.0	-19.1	90.0	98.0	-0.9	91.0
Cc1ccc(C(=O)NC(=S)Nc2ccccc2C(F)(F)F)cc1C	.	93.0	95.0	3.3	9	90.0	.	92.0	93.0	0.5	95.0
COc1ccc(-n2c(CCc3ccccc3)nnc2SCC(=O)NCc2ccccc2)cc1	-16.9	101.0	99.0	3.9	15	101.0	.	98.0	98.0	1.9	101.0
Cc1c(NC(=O)CN2c3cccc4cccc(c34)S2(=O)=O)c(=O)n(-c2ccccc2)n1C	13.4	101.0	106.0	0.3	9	106.0	.	103.0	102.0	0.1	103.0
C=CCn1c(CCC(=O)Nc2ccc(C)c(Cl)c2)nnc1SCC(=O)Nc1ccccc1C	8.4	98.0	97.0	5.6	12	98.0	.	95.0	101.0	1.0	99.0
CCCc1cc(=O)n2[nH]c(NCc3cccs3)nc2n1	1.8	99.0	101.0	0.3	33	105.0	.	99.0	101.0	0.1	101.0
O=[N+]([O-])c1ccc2cn[nH]c2c1	25.4	100.0	102.0	1.0	6	96.0	.	97.0	101.0	-0.4	104.0
S=C1SCN(Cc2cccnc2)CN1Cc1ccccc1	-5.9	98.0	97.0	5.9	10	99.0	-4.3	95.0	102.0	1.8	99.0
CCOc1ccc(CC(=O)C2=C(N3CCOCC3)CC(C)(C)CC2=O)cc1OCC	-10.2	98.0	98.0	-1.7	11	97.0	-15.3	95.0	103.0	-0.5	97.0

Screens (PubChem)
